Assay outcomes (PubChem BioAssay)
CRFR2-BP ag – agonists of human CRF-binding protein/CRF-R2 receptor complex; activation, % at 13.2 µM; AID 588473; 350,000 compounds, 0.46% hits; HEK293 CRF-R2/CRF-BP, calcium dye fluorescence (FLIPR); percent of saturating CRF peptide response;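 active means activation of at least 50%, plus an integration ratio under a set limit after plate pattern correction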;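 further: plate controls were neutral control wells without compound for no effect and CRF at EC100 for full effect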
CHRM5 antagonist – CHRM5 antagonism in calcium assay; CHO-hM5 cells, Fluo-8 calcium fluorescence, ACh EC80; inhibition, % at 3 µM; 360,000 compounds, 0.59% hits; AID 624040;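 active means inhibition above a per-plate cutoff, the mean of that plate's test compounds plus 3 SD, cut at about 27% in these data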;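 further: 0% = acetylcholine EC80 with DMSO and 100% = DMSO without agonist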
Target sequence (P08912 whole entry, looked up): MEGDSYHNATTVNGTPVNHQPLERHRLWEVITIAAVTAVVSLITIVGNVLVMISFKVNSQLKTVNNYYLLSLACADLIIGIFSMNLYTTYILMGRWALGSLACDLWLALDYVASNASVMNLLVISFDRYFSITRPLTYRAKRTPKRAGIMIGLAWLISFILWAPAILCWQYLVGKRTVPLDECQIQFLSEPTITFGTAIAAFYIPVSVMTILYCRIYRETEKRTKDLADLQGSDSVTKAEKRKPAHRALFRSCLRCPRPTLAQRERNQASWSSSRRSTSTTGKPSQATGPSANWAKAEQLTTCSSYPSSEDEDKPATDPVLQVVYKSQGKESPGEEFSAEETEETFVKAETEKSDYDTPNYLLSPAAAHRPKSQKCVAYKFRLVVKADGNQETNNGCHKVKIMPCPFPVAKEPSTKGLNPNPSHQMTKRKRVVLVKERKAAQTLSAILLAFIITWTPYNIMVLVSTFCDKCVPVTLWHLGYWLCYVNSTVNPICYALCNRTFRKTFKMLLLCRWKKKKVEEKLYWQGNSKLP
CRFR2-BP antag – CRF-BP/CRF-R2 complex antagonism. HEK293 CRF-R2/CRF-BP, CRF-induced calcium fluorescence. inhibition, % at 11.8 µM. 350,000 compounds, 0.59% hits;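 active means inhibition of the ligand-induced calcium signal above about 50% at the single tested concentration, limit read from the data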
IDE inh – cellular human IDE inhibition; P14735; HEK cells, FAbetaB cleavage, fluorescence polarization; inhibition, % at 5.59 µM; 320,000 compounds, 0.41% hits; AID 434962;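 active means percent inhibition above the average of all tested compounds plus 3 SD, set per screening campaign, cut at about 16% in these data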;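 further: IDE supplied by intact live HEK cells; FP after avidin binding of uncleaved biotin substrate so inhibition keeps polarization high; 0% = DMSO wells and 100% = 60 µM reference IDE inhibitor Ii1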
M5 ag – CHRM5 agonism in calcium assay | CHO-K1 hM5 cells, Fluo-8 calcium fluorescence; 0% DMSO wells, 100% maximal acetylcholine response | AID 624037 | P08912 | activation, % at 3 µM | 360,000 compounds, 0.19% hits;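 active means activation above the run's mean over test compounds plus 3 SD, cut at about 23% in these data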;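 further: signal is peak over basal fluorescence ratio across the kinetic read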
CHRM4 antagonist – blocks acetylcholine activation of human M4 receptor; CHO-hM4 cells, ACh EC80, Fluo-8 calcium fluorescence; AID 624125; 360,000 compounds, 0.73% hits; inhibition, % at 3 µM;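 active means inhibition above its plate's cutoff, the mean inhibition of sample wells plus 3 SD, cut at about 27% in these data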;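 further: 0% = acetylcholine EC80 with DMSO and 100% = DMSO without agonist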
Target sequence (P08173 whole entry, looked up): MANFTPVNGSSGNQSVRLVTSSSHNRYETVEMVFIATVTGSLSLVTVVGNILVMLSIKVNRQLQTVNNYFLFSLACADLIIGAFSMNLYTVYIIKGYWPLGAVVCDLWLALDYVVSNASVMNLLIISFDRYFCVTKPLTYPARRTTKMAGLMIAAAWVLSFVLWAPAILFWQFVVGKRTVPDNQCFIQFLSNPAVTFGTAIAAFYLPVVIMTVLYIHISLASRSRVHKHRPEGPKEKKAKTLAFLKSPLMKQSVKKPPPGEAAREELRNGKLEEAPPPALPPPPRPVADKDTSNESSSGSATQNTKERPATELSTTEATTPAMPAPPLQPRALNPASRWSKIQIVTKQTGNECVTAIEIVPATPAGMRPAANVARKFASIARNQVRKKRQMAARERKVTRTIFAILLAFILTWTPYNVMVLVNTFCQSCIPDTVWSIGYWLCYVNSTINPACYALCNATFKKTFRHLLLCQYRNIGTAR
CHRM4 agonist – agonists of human muscarinic M4 receptor (CHRM4) | 360,000 compounds, 0.14% hits | P08173 | CHO-K1 hM4/Gqi5, Fluo-8 calcium fluorescence; vehicle 0%, full acetylcholine response 100% | activation, % at 3 µM;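 active means activation above the run mean over all test wells plus 3 SD, cut at about 32% in these data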;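 further: peak over basal fluorescence ratio per well then scaled between controls; 0% = DMSO wells and 100% = acetylcholine at EC100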
M5 PAM – potentiates acetylcholine response at human M5 receptor; P08912; CHO-K1 hM5, Fluo-8 calcium, ACh EC20 PAM; 0% = ACh EC20, 100% = ACh EC100; activation, % at 3 µM; 360,000 compounds, 0.3% hits; AID 624038;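 active means activation above the run cutoff, the mean activation of all test compounds plus 3 SD, cut at about 18% in these data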
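Assay system – human M5 receptor in CHO-K1 cells · Read-out – % activation, ACh-normalized · Technique – Fluo-8 calcium fluorescence · Dosing – single-point, 3 µM nominal · Incubation – Fluo-8 loading 80 min at 37 °C plus 30 min room temperature · Repeats – singlicate, one well per test compound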
M4 PAM – CHRM4 positive allosteric modulation; CHO-K1 hM4/Gqi5, Fluo-8 calcium fluorescence, ACh EC20; 0% = ACh EC20, 100% = maximal ACh; activation, % at 3 µM; 360,000 compounds, 0.4% hits; AID 624126;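 active means activation above its plate's cutoff, the mean activation of sample wells plus 3 SD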; further: some results filed as inactive read as strong as hits
Numbers without * were called inactive; nt = no result given.

SMILES,M5 ag,IDE inh,M5 PAM,CHRM4 antagonist,M4 PAM,CRFR2-BP antag,CHRM5 antagonist,CRFR2-BP ag,CHRM4 agonist
CC(C)C(=O)Nc1ccccc1C(=O)OCC(=O)c1ccc2c(c1)OCCO2,-2.4,0.0,-6.0,-9.7,-1.6,13.7,5.6,-1.0,1.3
Cc1ccc(S(=O)(=O)N2C[C@@H]3[C@H]4CC[C@H](C4)[C@@H]3[C@@H](C)[C@@H]2C2CCCCC2=O)cc1 (some centres not stated),-1.6,nt,-1.3,-15.8,3.8,7.6,-0.5,3.7,-1.2
O=C(Nc1ccncc1)c1c(F)cccc1F,3.0,1.1,-1.8,2.7,15.5,-5.4,3.6,0.2,1.5
Cc1ccc(S(=O)(=O)N2CCC(O)(c3cccnc3)CC2)cc1,0.1,-12.7,1.6,1.1,-1.1,7.3,6.3,-0.3,-0.4
Cc1cc(C(=O)N/N=C/c2cccn2C)no1,-0.6,-6.7,-1.8,-5.5,-0.1,7.0,2.6,-1.9,0.3
Oc1ccc(-c2nnc(SCC3CCCCC3)o2)cc1,1.6,2.8,6.7,0.1,2.3,-11.0,-2.4,1.9,0.4
COc1ccc(NC(=O)c2cc([N+](=O)[O-])nn2Cc2ccccc2)c(C)c1,-7.1,-3.7,0.5,-5.3,0.7,2.7,-9.2,-0.9,1.1
CN1CCN(C(=O)C2=C[C@H](c3ccc4c(c3)OCO4)C[C@H](OCCCCO)O2)CC1,-0.3,6.1,-1.8,1.6,6.9,-3.4,14.2,-0.9,0.2
CC12CC(NC(=O)N1c1cccc(C(=O)N3CCCCC3)c1)c1ccccc1O2 (configuration not stated),-1.9,-1.0,-1.9,-7.0,1.2,6.5,11.6,0.1,0.6
O=C(COc1ccccc1)N1CCN(C(=O)c2cccc(F)c2)CC1,-0.8,2.6,0.8,0.3,1.6,18.6,3.7,2.6,0.7
CC(C)OP(=O)(c1ccc(N(C)C)cc1)C(O)c1ccc(C(C)C)cc1 (configuration not stated),-2.6,-7.1,-3.2,2.0,-0.1,9.0,13.1,-0.8,3.8
Cc1ccn2cc(CCNC(=O)C3CCCCC3)nc2c1,-1.3,-1.4,0.2,-0.8,1.2,15.2,0.4,-0.1,0.5
COc1ccc(C)cc1N1CC(C(=O)Nc2cccc(C(=O)NC3CC3)c2)CC1=O (configuration not stated),-2.2,nt,-0.7,-4.2,1.9,0.0,-0.1,-0.1,0.5
Cc1cc(C)c2nc(N3CCC(C(=O)N4CCN(C(=O)c5ccco5)CC4)CC3)sc2c1,-4.2,1.9,-0.7,-4.8,-7.0,-6.2,-4.4,-2.9,1.9
COc1cccc(N2C(=O)CC(Nc3ccc(N4CCOCC4)cc3)C2=O)c1 (configuration not stated),3.3,-3.5,0.4,-6.0,0.7,-3.2,4.6,1.3,1.7
O=C(Nc1nc2ccccc2[nH]1)c1ccccc1O,1.0,0.8,-3.7,9.8,-6.9,-14.1,5.1,0.2,0.1
Cc1cc(C)c(O)c(-c2cc(C(=O)Nc3ccc(S(=O)(=O)N4CCOCC4)cc3)[nH]n2)c1,10.5,-1.0,-18.3,13.2,-9.9,-53.2,9.3,2.0,8.1
CCCN(c1ccc(OCC)cc1)S(=O)(=O)c1ccc2c(c1)NC(=O)CO2,-7.8,12.8,2.8,-13.4,5.6,14.2,-10.7,-1.3,1.4
CCN(CC(=O)Nc1cc(Cl)ccc1C)C(=O)CCS(=O)(=O)c1ccc(C)cc1,-4.4,-3.9,-3.7,-9.6,-0.7,-0.5,5.7,-1.7,3.6
Cc1noc(C)c1CS(=O)(=O)c1ccc([N+](=O)[O-])cc1,-3.7,-0.9,-6.3,6.1,5.9,-11.0,20.4,-0.7,0.3
COc1ccc(/C=N/N2CCN(Cc3ccccc3)CC2)cc1,-7.8,nt,-7.3,2.8,3.0,9.4,13.9,-1.2,0.7
Cc1nc(SCC(=O)N2CC(=O)Nc3ccccc32)nc(C)c1C,0.5,1.4,-6.2,3.2,-5.9,4.1,6.8,2.0,0.9
CC(C)(C)c1ccc(C(=O)N2CCN(CCNC(=O)C(=O)NCc3ccccc3)CC2)cc1,-0.9,-1.3,-7.7,-2.9,-1.1,-1.9,9.0,-0.7,3.4
O=C(CCc1ccccc1)N=C1SC2CS(=O)(=O)CC2N1c1ccc(F)cc1 (configuration not stated),0.6,1.9,8.6,-1.3,5.9,-13.4,-6.9,-1.1,2.8
CC12COC3(C(=O)Nc4ccc5ccccc5c4)CC1CCC32C (configuration not stated),1.0,-2.6,-10.0,-11.7,-1.5,-4.7,9.8,-1.0,-2.3
COc1cc(C(=O)NC(=S)Nc2cccc3nc(C)ccc23)cc(OC)c1OC,3.3,-1.8,-9.8,1.3,-3.4,-10.8,14.9,0.2,19.2
CN(C(=O)COC(=O)C(C)(C)Oc1ccc(Cl)cc1)c1c(N)n(Cc2ccccc2)c(=O)[nH]c1=O,0.3,1.4,-1.6,-5.0,4.3,10.6,3.8,0.1,0.4
Cc1nn(-c2ccccc2)c2[nH]c(=O)c(CNc3ccc(N4CCOCC4)cc3)cc12,1.8,4.4,3.5,1.1,7.6,-13.5,-8.5,16.9,1.2
Cc1cccc(NC(=O)c2cccc(NC3=NC4CS(=O)(=O)CC4S3)c2)c1 (configuration not stated),-2.1,3.0,-2.0,4.7,-2.0,10.7,3.5,-0.6,-0.5
CCCCn1c(N)c(N(CC(C)C)C(=O)CSc2nnc(-c3ccc(Cl)cc3)o2)c(=O)[nH]c1=O,0.3,3.1,1.9,-7.2,3.7,10.6,4.0,1.4,-0.3
CCSc1nc(O)cc(=O)[nH]1,-4.5,1.4,6.7,-8.6,5.8,14.6,-5.5,-1.4,0.8
CC(C)[C@H](CN(N=O)[C@@H](Cc1ccccc1)CN(C)N=O)N(CCc1ccccc1)N=O,-1.8,0.2,-5.3,4.7,1.9,-4.8,7.8,3.6,0.3
O=C(NNC(=S)NCc1ccco1)c1cccs1,-0.1,6.4,-5.8,8.7,0.1,11.4,8.2,1.0,1.4
Cc1cc(C(=O)Nc2nncs2)oc1C,2.4,0.9,0.9,4.2,-0.9,-0.2,4.5,-1.4,0.6
CC(C)=CCCC1=CCC2C(=O)NNC(=O)C2C1 (configuration not stated),-2.6,-1.1,-3.7,6.9,9.0,0.1,0.1,-0.1,0.3
COc1ccccc1NC(=O)N1CCC(c2nnc(SCC(N)=O)n2C)CC1,-3.5,1.9,-1.4,-5.9,0.9,-7.9,-2.2,-1.9,0.0
Cc1[nH]n(-c2ccccc2)c(=O)c1C(c1ccccc1[N+](=O)[O-])C(C#N)C#N (configuration not stated),0.5,3.2,-2.7,-8.4,4.6,-3.7,11.8,-0.4,1.7
Cc1ccc(NC(=O)CN(C)S(=O)(=O)c2ccc3c(c2)n(C)c(=O)c(=O)n3C)c(C)c1,-3.1,1.2,3.7,-5.8,6.2,4.7,-6.2,0.3,-0.1
Cc1ccc(NC(=O)COC(=O)Cn2c(C)csc2=O)cc1C,0.8,-3.7,0.6,22.1,-0.3,-6.3,1.8,0.9,0.5
CC(C)C(c1nnnn1Cc1ccc(F)cc1)N1CCN(c2ccc(O)cc2)CC1 (configuration not stated),-1.5,4.9,-9.4,1.5,-11.7,-35.4,26.0,0.8,15.8

Another view of part of the listing above.
Cc1cc(C(=O)Nc2nncs2)oc1C
  M5 ag: 2.4; IDE inh: 0.9; M5 PAM: 0.9; CHRM4 antagonist: 4.2; M4 PAM: -0.9; CRFR2-BP antag: -0.2; CHRM5 antagonist: 4.5; CRFR2-BP ag: -1.4; CHRM4 agonist: 0.6

CC(C)=CCCC1=CCC2C(=O)NNC(=O)C2C1 (configuration not stated)
  M5 ag: -2.6; IDE inh: -1.1; M5 PAM: -3.7; CHRM4 antagonist: 6.9; M4 PAM: 9.0; CRFR2-BP antag: 0.1; CHRM5 antagonist: 0.1; CRFR2-BP ag: -0.1; CHRM4 agonist: 0.3

COc1ccccc1NC(=O)N1CCC(c2nnc(SCC(N)=O)n2C)CC1
  M5 ag: -3.5; IDE inh: 1.9; M5 PAM: -1.4; CHRM4 antagonist: -5.9; M4 PAM: 0.9; CRFR2-BP antag: -7.9; CHRM5 antagonist: -2.2; CRFR2-BP ag: -1.9; CHRM4 agonist: 0.0

Following part:
SMILES,M5 ag,IDE inh,M5 PAM,CHRM4 antagonist,M4 PAM,CRFR2-BP antag,CHRM5 antagonist,CRFR2-BP ag,CHRM4 agonist
O=c1[nH]ncn1-c1ccc(Br)cc1,-2.3,-0.9,-1.7,-3.4,6.4,-2.2,5.0,0.2,0.8
COc1ccc(C2NC(=O)NC(c3ccccc3)=C2c2nc3ccccc3s2)cc1 (configuration not stated),1.6,-2.0,2.0,-8.4,16.7,-34.7,3.2,0.0,2.6
Cc1ccccc1OCC(=O)N/N=C/c1ccc([N+](=O)[O-])o1,2.2,-2.6,-3.1,-2.1,5.7,18.1,5.9,0.5,6.9
CCN(c1ccccc1)S(=O)(=O)c1ccc(Cl)c(NC(=O)COC(=O)C2CC2C)c1 (configuration not stated),-2.9,10.5,-11.0,11.1,-12.8,24.6,2.7,1.3,1.9
Cc1ccc(C(=O)NCCNC(=O)c2ccccn2)cc1,-1.6,-6.2,4.8,6.7,-4.8,2.8,-4.6,-0.7,0.1
Cc1ccc(C(=O)N2CCc3ccccc32)cc1C,-7.6,nt,1.0,-2.7,-1.1,7.6,3.9,-1.8,-1.7
COc1ccc(CN2CSC(=S)N(Cc3ccc(OC)cc3)C2)cc1,-2.6,2.7,-8.9,1.6,-8.9,4.9,23.6,1.5,0.9
CCCCc1cc2c(c(NC(=O)CC)n1)c(=O)oc1ccccc12,-0.4,nt,4.1,3.5,10.6,-1.0,-5.6,-0.4,-1.1
O=C1CC2C(=O)NCCN2C(=NC(=O)c2ccc(Cl)cc2)N1 (configuration not stated),-2.7,-0.2,7.4,-5.5,9.1,-5.2,1.9,-1.4,4.8
O=C(CSc1n[nH]c(-c2ccccc2)n1)N1CCOCC1,-0.2,-2.4,0.9,-1.8,3.0,2.1,2.5,4.0,-0.1
COc1ccc([C@H]2C[C@@H](O)[C@H](n3cc(-c4ccc(F)cc4)nn3)CN2C(=O)C2CCCCC2)cc1,0.4,nt,2.7,-5.4,5.5,10.6,-4.7,-1.4,0.0
O=c1/c(=C/c2ccc(O)cc2)sc2n1CCCN=2,-0.6,-10.7,7.8,17.2,-1.3,-1.1,-3.2,-1.5,1.2
O=C(NCC1CCCO1)c1ccc2c(c1)N(Cc1ccc(F)cc1Cl)C(=O)CS2 (configuration not stated),-7.2,1.9,0.2,7.6,-6.4,2.2,0.2,0.7,2.0
COCCNC(=O)c1cccc(OC2CCN(Cc3cccc(C(C)=O)c3)CC2)c1,-13.9,-3.7,-2.2,7.2,-4.5,5.2,11.4,-0.7,0.1
CCCCn1c(O)c(N=Nc2ccccc2O)c2ccccc21,11.7,13.3,9.4,-7.2,3.7,-10.5,5.4,7.9,11.4
Cc1ccc([C@H]2C(C(=O)O)=CC[C@@H](c3ccc(Cl)cc3)N2S(=O)(=O)c2ccccc2C)cc1,-1.3,-1.4,2.1,6.7,-4.4,18.4,-2.5,-0.1,0.7
